# GLS inh: qHTS for Inhibitors of Glutaminase (GLS). Potency, µM (titrated, usually from 45.5 µM), inactives show at the highest dose activity change, negative = inhibition, most hits filed as inhibitors. hit rate 0.21% among 410,000. AID 624170, 2012. GLS enzymatic activity, qHTS titration. Glutaminase kidney isoform, mitochondrial (Homo sapiens), O94925; also: potency is read from the fitted curve at half-maximal effect; % is scaled to controls: 0 for no effect and ±100 for the full control effect
#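 Human kidney-isoform GLS in 45 mM KH2PO4 pH 8.2, 0.02% Tween-20, with compound, started with 1mM L-Glutamine (added stock). Glutamate oxidase/HRP/Amplex red coupled fluorescence read at start and after 30 min at RT.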
# Pin1 inhibitor: qHTS Assay to Find Inhibitors of Pin1. hit rate 0.009% among 390,000. AID 504891, 2011. Potency, µM (doses to about 115 µM), without a hit: top-dose activity, negative = inhibition, usual class: inhibitors. Pin1 FP peptide displacement, HiFluor488, 10 min; active = well fitted inhibition curve with a large enough effect in the polarisation, with a control signal flat, not every such curve was filed as active; inconclusive = small, poorly fitted or top-dose-only effect, or effect the other way, or a change in a side signal; inactive = no such curve, though single readings can be large or run the other way; the % refers to the polarisation; also: potency is read from the fitted curve at half-maximal effect; % is scaled to controls: 0 for no effect and ±100 for the full control effect
# Target sequence (Q13526 whole entry, looked up): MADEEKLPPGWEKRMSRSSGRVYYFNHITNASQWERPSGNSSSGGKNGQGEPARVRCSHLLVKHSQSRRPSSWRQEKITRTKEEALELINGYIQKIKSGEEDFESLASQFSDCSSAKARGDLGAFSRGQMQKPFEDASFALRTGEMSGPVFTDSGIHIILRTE
# HP1b chromo inh: HTS for Inhibitors of HP1-beta Chromodomain Interactions with Methylated Histone Tails; Chromobox protein homolog 1 (Homo sapiens), P83916; AlphaScreen HP1-beta / biotin-H3K9me3 peptide binding; Potency, µM (doses to about 114 µM), without a hit: at the top dose activity change, negative = inhibition, usual class: inhibitors; hit rate 0.56% among 390,000; also: potency is read from the fitted curve at half-maximal effect; nearly all actives have a fitted effect of over 70% in size; inactives centre near 23
# Target sequence (P83916 whole entry, looked up): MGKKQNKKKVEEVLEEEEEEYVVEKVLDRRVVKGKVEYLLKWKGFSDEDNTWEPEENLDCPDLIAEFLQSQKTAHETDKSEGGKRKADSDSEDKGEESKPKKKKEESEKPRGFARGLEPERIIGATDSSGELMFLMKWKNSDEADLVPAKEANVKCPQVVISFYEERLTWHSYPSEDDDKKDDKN
#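 AlphaScreen: HP1-beta (50 nM) preformed 30 min with biotin-H3(1-18)K9me3 peptide (50 nM) in PBS pH 7.4, 0.01% Tween-20. Compound added for 30 min at RT, then streptavidin donor/nickel chelate acceptor beads (10 ug/mL) for 30 min.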
# ERG-DNA inh: qHTS for Small Molecule Inhibitors of the ERG Ets/DNA interaction | fluorescence polarization, His-ERG Ets domain / labelled DNA | Potency, µM (titrated, usually from 76.9 µM), for the others: top-dose FP activity, negative = inhibition, usual class: inhibitors | hit rate 0.028% among 370,000; active = well fitted inhibition curve with a large enough effect in the polarisation, with a control signal flat; inconclusive = small, poorly fitted or top-dose-only effect, or effect the other way, or a change in a side signal; inactive = no such curve, though single readings can be large or run the other way; the % refers to the polarisation;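 also: polarization taken with two DNA probes labelled with fluorescein and Texas red; potency is read from the fitted curve at half-maximal effect; % of control where 0% means no effect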
#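 His-tagged ERG Ets domain (1 uM in the protein solution; 300mM KCl, 50mM Tris-HCl, 1mM EDTA, 1mM DTT, pH 7.5) received compound, then a probe mix of 5 nM fluorescein-DNA and 100nM Texas-615-DNA. Fluorescence polarization was read for both dyes.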
# G9a inh: qHTS Assay for Inhibitors of Histone Lysine Methyltransferase G9a. Histone-lysine N-methyltransferase EHMT2 (Homo sapiens), Q96KQ7. G9a H3K9 monomethylation, AlphaScreen, 2 h. Potency, µM (highest dose often 102 µM), for inactives: at the highest dose activity, negative = inhibition, actives largely listed as inhibitors. hit rate 8.8% among 350,000. AID 504332, 2011; also: potency is read from the fitted curve at half-maximal effect; % is scaled to controls: 0 for no effect and ±100 for the full control effect; nearly all actives have a fitted effect of over 75% in size
#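 Compounds were preincubated with 20 nM G9a for 15 min, after which biotinylated H3K9 peptide (500 nM) and SAM (20 uM) started a 2 h room-temperature reaction. Monomethylated product was quantified by antibody-based AlphaScreen chemiluminescence.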
# Tb PGK inh: qHTS Assay to Find Inhibitors of Phosphoglycerate Kinase; Phosphoglycerate kinase, glycosomal (Trypanosoma brucei brucei), P07378; PGK/GAPDH coupled, Kinase-Glo luminescence, 60 min; Potency, µM (series often up to 57.5 µM), inactives show top-dose activity change, negative = inhibition, hits mostly inhibitors; hit rate 0.043% among 380,000; AID 602233, 2012; also: potency is read from the fitted curve at half-maximal effect; % is scaled to controls: 0 for no effect and ±100 for the full control effect; nearly all actives have a fitted effect of over 60% in size
#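 Recombinant glycosomal PGK reaction used 1,3-bisphosphoglycerate generated in-well by GAPDH (100nM final) in 100mM TEA pH 7.6, 5mM MgCl2, 0.01% Tween-20. After 60 minutes at room temperature, ATP was read by Kinase-Glo Plus luminescence end-point.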
# PI4K2A inh: qHTS for small molecular inhibitors of PI4K2A | Phosphatidylinositol 4-kinase type 2-alpha (Homo sapiens), Q9BTU6 | purified PI4K2A, ADP-Glo luminescence, 1 h; hits give low values | activity change, negative = inhibition, % at 76.9 µM | hit rate 0.13% among 420,000 | AID 1346378, 2018; in the data active = activity change below about -50%; inconclusive = mostly about -30% to -49%;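 also: -100% = wells without enzyme as full effect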
# Target sequence (Q9BTU6 whole entry, looked up): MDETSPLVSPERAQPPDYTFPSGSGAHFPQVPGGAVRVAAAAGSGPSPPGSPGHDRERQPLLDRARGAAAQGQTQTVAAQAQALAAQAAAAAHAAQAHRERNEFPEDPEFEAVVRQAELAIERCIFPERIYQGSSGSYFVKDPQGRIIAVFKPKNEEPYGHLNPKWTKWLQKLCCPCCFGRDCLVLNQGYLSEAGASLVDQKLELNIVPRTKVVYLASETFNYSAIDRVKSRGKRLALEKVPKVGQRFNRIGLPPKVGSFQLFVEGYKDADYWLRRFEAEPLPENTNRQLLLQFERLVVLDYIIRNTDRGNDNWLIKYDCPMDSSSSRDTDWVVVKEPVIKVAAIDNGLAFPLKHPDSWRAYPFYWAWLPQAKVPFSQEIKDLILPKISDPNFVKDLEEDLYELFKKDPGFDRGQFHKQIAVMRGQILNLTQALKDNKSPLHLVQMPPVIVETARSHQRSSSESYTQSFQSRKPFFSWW
#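 Compounds are screened against recombinant PI4K2A using PI as substrate and ATP, the latter dispensed at 300 microM. Reactions run one hour at ambient temperature before ADP-Glo detection; full inhibition defined by wells lacking enzyme.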
# JMJD2A Tudor inh: qHTS Assay for Inhibitors of JMJD2A-Tudor Domain. AlphaScreen JMJD2A-Tudor / H3K4me3 peptide binding. hit rate 4.4% among 390,000. Potency, µM (series often up to 114 µM), for inactives: at the highest dose activity change, negative = inhibition, most hits filed as inhibitors. AID 504339, 2011. Lysine-specific demethylase 4A (Homo sapiens), O75164; also: potency is read from the fitted curve at half-maximal effect; % is scaled to controls: 0 for no effect and ±100 for the full control effect; nearly all actives have a fitted effect of over 50% in size
# BAZ2B inh: qHTS Assay for Inhibitors of BAZ2B. Bromodomain adjacent to zinc finger domain protein 2B (Homo sapiens), Q9UIF8. AlphaScreen BAZ2B-H3K14Ac peptide displacement. hit rate 4.4% among 360,000. Potency, µM (series often up to 114 µM), for inactives: at the highest dose activity change, negative = inhibition, actives largely listed as inhibitors; also: potency is read from the fitted curve at half-maximal effect; % is scaled to controls: 0 for no effect and ±100 for the full control effect; nearly all actives have a fitted effect of over 60% in size
#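 BAZ2B (50 nM) with biotin-H3(5-23)K14Ac peptide (50 nM) in PBS pH 7.4, 0.01% Tween-20, preformed 30 min, then compound 30 min at room temperature; top concentration 110uM. AlphaScreen streptavidin donor/nickel chelate acceptor beads (10 ug/mL final), 20 min dark, signal read.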
# Numbers without * were called inactive; i = inactive; ? = inconclusive; · = no result given; & = joins results of further samples; ! = not active in a repeat; [ ] = remark or other dose. Unless noted, calls follow the shape of the dose curve; as a rule, active = well fitted curve in the direction sought with a large enough effect; inconclusive = small, poorly fitted or top-dose-only effect, or another doubt; inactive = no such curve, though single readings can be large; an effect the other way counts as inactive or inconclusive.
SMILES,GLS inh,Pin1 inhibitor,HP1b chromo inh,ERG-DNA inh,G9a inh,Tb PGK inh,PI4K2A inh,JMJD2A Tudor inh,BAZ2B inh
CCN(CC)CCN(Cc1cc2cc3c(cc2[nH]c1=O)OCCO3)C(=S)NCC1CCCO1 (stereo unspecified),-4.7%,2.3%,45.6%[activator],15.4%,·,-0.6%,3.7,-7.0%,-11.4%
CCN1CCN(C(=O)c2cc3cc([N+](=O)[O-])ccc3oc2=O)CC1,-2.6%,4.1%,29.4%,-2.5%,?,-3.8%,1.2,0.7%,-2.2%
O=C(COC(=O)C1CC1)Nc1ccc(S(=O)(=O)N2CCOCC2)cc1,-0.5%,2.1%,32.5%,-1.2%,·,i,3.7,-8.2%,·
COc1ccc(S(=O)(=O)Nc2ccc(C)cc2)cc1N(C)S(=O)(=O)c1ccc(Cl)cc1,15.4%,-0.2%,-4.3%,·,-0.2%,-9.2%,0.8,-20.8%,-27.7%
Cc1ccc(NC(=O)COc2ccc(Br)cc2CO)cc1,-5.5%,0.5%,51.5%[activator],4.4%,10.8%[12.7 µM],-8.3%,6.3,-13.2%,-3.7%
COc1ccc(C(=O)/C=C/Nc2cccc(C)n2)cc1OC,2.4%,2.3%,23.3%,1.3%,?,2.2%,0.7,-11.6%,-2.8%
CCN1C(=O)[C@H]2[C@H]3CN=C(SCc4ccccc4)N3[C@@](Cc3ccccc3)(C(=O)OC)[C@H]2C1=O,4.8%,?,21.0%,2.9%,·,-2.5%,1.2,89.1µM*,·
Cc1cc(C)c2c(n1)sc1c(N3CCN(C)CC3)ncnc12,-4.4%,4.7%,39.4%[activator],-3.1%,-3.6%[59 µM],-8.9%,5.1,-5.7%,-4.3%
CCOc1ccc(NC(=O)C2CCN(c3nc4ccccc4[nH]3)CC2)cc1,1.0%,6.5%,46.9%[activator][57 µM],2.0%,-6.0%[59 µM],i,-1.2,-14.9%,27.7%
Cc1ccc(NC(=O)CNC2CCS(=O)(=O)C2)cc1C (stereo unspecified),3.1%,-5.7%,30.0%,-7.7%,-23.7%,5.5%,1.5,1.4%,4.0%
Cc1ccc(CN2CCN(Cc3cn(C)nc3-c3ccccc3)CC2CCO)o1 (stereo unspecified),-1.8%,0.0%,19.6%,5.5%,2.7%,-5.2%,-1.6,-17.5%,-2.2%
Cn1c(=O)c2c(nc(SCC(=O)NCc3ccco3)n2C)n(C)c1=O,-8.6%,-0.4%,13.7%,·,4.9%[12.7 µM],-3.8%,0.2,-3.9%,-5.8%
CCN(c1ccccc1)c1cc(C)nc2nc(C)nn12,-1.9%,-0.8%,28.0%,11.0%,-8.3%[59 µM],-1.8%,-5.0,-6.4%,6.3%
COc1cc(-c2noc(-c3ccc(N4CCCCC4)c([N+](=O)[O-])c3)n2)cc(OC)c1OC,2.1%,3.3%,48.7%[activator],-4.1%,?,-8.5%,13.4,-11.9%,1.5%
N#C/C(=C\c1ccc[nH]1)C(=O)c1ccccc1,-4.5%,-5.4%,18.8%,61.2%[activator],6.7%[2.33 µM],-2.7%,-8.4,-19.9%,-23.2%
CC(C)OC(=O)CC(=O)CSc1nc2c(cc1C#N)CCCC2,-0.7%,8.4%,81.2%[activator],6.3%,?,i,0.1,0.9%,31.1%
CCOc1ccc(-n2c(COc3ccc(C)cc3)nnc2SCC(N)=O)cc1,-1.7%,-2.0%,1.4%,-0.9%,-8.0%[59 µM],5.5%,1.3,-16.9%,-32.5%
COc1ccc(-c2csc(-c3cc4ccccc4oc3=N)n2)cc1,4.2%,14.5%,110.9%[activator],11.0%,167.4%[activator],-3.3%,-0.5,34.5%[activator],102.0%[activator]
CCOc1ccc(C(NC(C)=O)c2ccc(OC)c(OC)c2)cc1 (stereo unspecified),2.4%,0.0%,13.9%,1.3%,1.4%[59 µM],i,-2.6,-7.7%,0.9%
CCN(CC)C(=O)C1CCCN(C(=O)Nc2ccccc2)C1 (stereo unspecified),2.9%,0.0%,30.5%,-3.4%,6.5%[12.7 µM],1.0%,4.4,-10.3%,6.1%
Cc1ccc(C(=O)NCC(c2ccc3c(c2)OCO3)N2CCOCC2)cc1 (stereo unspecified),2.7%,-8.6%,20.1%[57 µM],2.3%,3.4%[59 µM],0.8%,0.2,-1.3%,3.7%
COc1ccc(C(=O)Nc2ccc(S(=O)(=O)N3CCN(C)CC3)cc2)cc1,-4.2%,-1.7%,-0.4%,0.2%,·,0.3%,-1.4,-18.9%,·
Cc1cccc(C)c1OCCOCCN1CCN(C)CC1,8.9%&1.2%,-11.9%&-15.0%,25.1µM*!,-6.0%&-1.9%,-42.1%[59 µM],-3.4%,-0.3&1.9,12.6µM*!,-29.3%
O=C(NCc1ccco1)c1ccc(C(F)(F)F)cc1,0.0%,-3.1%,24.7%,-6.7%,-19.3%,-4.5%,1.5,-11.2%,·
Cn1c(=O)c2[nH]c(CCCCCCCc3nc4ccccc4[nH]3)nc2n(C)c1=O,5.2%,5.2%,15.1%,-4.4%,·,12.6%,0.0,-4.8%,·
# Next section.
SMILES,GLS inh,Pin1 inhibitor,HP1b chromo inh,ERG-DNA inh,G9a inh,Tb PGK inh,PI4K2A inh,JMJD2A Tudor inh,BAZ2B inh
COc1cccc(CNC(=O)C2CC(=O)N(C3CCCCCCC3)C2)c1 (stereo unspecified),-0.6%,-1.0%,31.5%[activator],18.4%,14.8%[59 µM],i,-3.5,-16.6%,-2.5%
CCOC(=O)c1c(C)n(S(=O)(=O)c2ccc(C)cc2)c2ccc(O)c(C(=O)O)c12,-9.8%,0.8%,-12.2%,-6.0%,-22.0%,-3.4%,-0.2,-19.6%,-31.4%
CC1CCN(C(=O)CSc2ccc(-c3ccccc3)nn2)CC1,-21.4%,-4.8%,22.9%,5.1%,-14.1%,-2.1%,-3.6,6.6%,?
CCN(CC)c1ncnc2c1sc1nc(C)cc(C)c12,-1.9%,8.6%,52.4%[activator],4.5%,-1.7%[12.7 µM],i,1.5,18.3%[57.1 µM],12.0%
O=C(CCCN1C(=O)[C@H]2CC=CC[C@H]2C1=O)NCc1nc(-c2ccccc2)no1,-2.7%,?,68.3%[activator],5.9%,7.1%,-10.1%,-3.5,-14.4%,-16.0%
C=CCN1C(c2cccc(C(F)(F)F)c2)=CS/C1=C(/C#N)c1nnc(N2CCOCC2)n1-c1ccccc1,0.8%,-6.7%,0.4%,-0.4%,79.4µM*,-1.9%,3.2,50.1µM*,50.1µM*
Cc1ccc(Cl)cc1-n1nnc(-c2nc(-c3ccc4c(c3)OCO4)no2)c1C,8.6%,-2.8%,36.3%,-4.9%,-15.8%[59 µM],-3.9%,-2.7,-11.7%,1.7%
Cc1ccccc1-c1nc(CN2CCC(C(=O)NCCN3CCOCC3)CC2)c(C)o1,1.8%,0.9%,29.4%,-0.4%,2.9%,-6.6%,-19.1,-11.5%,-2.0%
CCCn1c(C(C)NC(=O)c2ccccc2)n[nH]c1=S (stereo unspecified),4.1%,-7.4%,8.3%,0.8%,·,i,-2.2,8.91µM*,4.3%
Cc1cc(OC(=O)C2CC2)c([N+](=O)[O-])c(=O)[nH]1,-10.9%,6.4%,37.3%,6.7%,?,-3.9%,5.9,-6.3%,·
O=C(N1CCCCC1)C1(S(=O)(=O)c2ccccc2)CC=CC1,5.4%,-1.7%,44.1%[activator],7.8%,·,0.9%,1.6,-6.4%,5.5%
Cc1cccc(CCNS(=O)(=O)c2ccc3c(c2)NC(=O)CS3)c1,0.7%,-0.8%,28.7%,-3.4%,·,12.5%,-1.2,-13.4%,?
COc1ccc2c(c1)c1ncn(Cc3ccco3)c(=O)c1n2C,5.3%,1.8%,29.3%,-2.6%,1.2%[0.501 µM],-3.4%,-4.6,-20.5%[57.1 µM],56.4%[activator]
CSc1nc2ncc(C(=O)O)c(N)n2n1,0.9%,4.1%,23.7%,2.4%,-1.9%,-2.1%,5.7,-9.8%,-16.1%
O=C(NNC(=O)C12CC3CC(CC(C3)C1)C2)c1csc(N2CCOCC2)n1,1.4%,1.6%,74.4%[activator],-2.0%,34.1%,0.5%,4.3,-2.8%,-5.3%
CCN(CC)C(=O)c1ccc(S(=O)(=O)c2ccccc2)cc1,2.3%,-1.9%,50.5%[activator],-5.3%,·,i,0.8,-18.2%,15.7%
O=C1CCCc2ccccc2N1,-4.7%,-0.9%,13.3%,-3.1%,-18.0%,1.3%,-3.0,-19.2%,9.5%
COc1ccc(CNC(=O)CC(c2ccc(OC)cc2)N2Cc3ccccc3C2=O)cc1 (stereo unspecified),0.9%,5.2%,26.9%,4.7%,4.2%[59 µM],-7.0%,4.7,-19.9%,3.1%
O=C(c1ccc(=O)oc1)N1CCCc2ccccc21,15.8µM*,?,-49.3%,-6.2%,?,?,-24.2,50.1µM*,44.7µM*
